Screens: PubChem, National Center for Advancing Translational Sciences (NCATS)
KDM5B inhibitor: KDM5B demethylase inhibition; Q9UGL1; KDM5B demethylase, FDH-coupled NADH fluorescence (FDH is formaldehyde dehydrogenase); Potency, µM (top dose mostly 57.7 µM), for the others: at the highest dose activity change, negative = inhibition, actives largely listed as inhibitors; 220,000 tested, 2.6% active; AID 1347165; active means well fitted inhibition curve with a large enough effect; inconclusive means small, poorly fitted or top-dose-only effect; inactive means no such curve, though single readings can be large or run the other way; further: 0% is about no effect; nearly all actives have a fitted effect of over 70% in size
Target sequence (Q9UGL1 whole entry, looked up): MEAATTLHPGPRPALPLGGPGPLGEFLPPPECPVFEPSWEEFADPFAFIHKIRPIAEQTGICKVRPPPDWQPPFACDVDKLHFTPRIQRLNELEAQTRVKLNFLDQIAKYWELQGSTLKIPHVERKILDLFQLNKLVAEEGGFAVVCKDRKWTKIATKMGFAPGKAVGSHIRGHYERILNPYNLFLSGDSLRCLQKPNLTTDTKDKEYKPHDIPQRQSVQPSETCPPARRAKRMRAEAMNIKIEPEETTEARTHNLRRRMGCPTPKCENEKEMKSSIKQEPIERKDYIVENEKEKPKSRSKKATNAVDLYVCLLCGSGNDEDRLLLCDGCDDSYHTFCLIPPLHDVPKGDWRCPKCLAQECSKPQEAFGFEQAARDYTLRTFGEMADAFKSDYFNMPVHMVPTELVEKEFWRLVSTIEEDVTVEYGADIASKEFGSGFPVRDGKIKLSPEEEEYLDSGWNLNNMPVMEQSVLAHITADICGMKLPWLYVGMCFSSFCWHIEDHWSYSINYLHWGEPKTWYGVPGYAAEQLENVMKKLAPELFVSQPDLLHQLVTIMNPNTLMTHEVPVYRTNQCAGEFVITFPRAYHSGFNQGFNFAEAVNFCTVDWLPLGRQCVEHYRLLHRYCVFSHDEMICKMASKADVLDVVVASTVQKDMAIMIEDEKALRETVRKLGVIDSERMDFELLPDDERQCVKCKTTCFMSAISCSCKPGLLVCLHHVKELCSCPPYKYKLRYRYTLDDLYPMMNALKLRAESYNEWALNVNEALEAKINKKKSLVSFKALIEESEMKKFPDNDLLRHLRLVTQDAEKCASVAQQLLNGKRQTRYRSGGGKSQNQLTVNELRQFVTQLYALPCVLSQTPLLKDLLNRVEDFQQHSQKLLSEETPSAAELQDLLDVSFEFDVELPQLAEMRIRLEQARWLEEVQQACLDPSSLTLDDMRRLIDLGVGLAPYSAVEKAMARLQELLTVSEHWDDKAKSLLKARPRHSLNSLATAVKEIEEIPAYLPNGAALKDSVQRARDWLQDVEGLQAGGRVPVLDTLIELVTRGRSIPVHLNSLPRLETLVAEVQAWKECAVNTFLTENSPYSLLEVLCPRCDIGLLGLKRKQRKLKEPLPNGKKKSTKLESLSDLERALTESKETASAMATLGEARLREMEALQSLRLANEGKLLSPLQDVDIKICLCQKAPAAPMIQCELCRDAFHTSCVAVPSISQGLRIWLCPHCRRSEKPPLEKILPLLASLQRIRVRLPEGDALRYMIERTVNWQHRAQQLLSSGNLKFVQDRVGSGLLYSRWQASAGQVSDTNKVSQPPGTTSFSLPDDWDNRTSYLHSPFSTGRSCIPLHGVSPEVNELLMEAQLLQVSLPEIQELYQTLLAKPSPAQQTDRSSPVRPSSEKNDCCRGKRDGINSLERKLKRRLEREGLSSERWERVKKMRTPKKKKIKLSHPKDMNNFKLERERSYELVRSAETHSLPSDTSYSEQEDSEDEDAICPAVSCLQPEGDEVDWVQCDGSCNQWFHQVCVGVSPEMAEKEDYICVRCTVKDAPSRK
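Compound dilutions met 200 nM (final) KDM5BΔAP for 10 min at room temperature before substrate addition. The substrate mix held 12.5 µM H3K4me3 with cofactors 25 µM α-ketoglutarate and 50 µM Fe²⁺. NADH signal gain over 30 min defined activity.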
The depositor's hits bear a star; ? = inconclusive; & = joins results of further samples; [ ] = remark or other dose. Potency means the concentration at half of the fitted maximal effect. This is a subset (hit frequency here may not be typical).

SMILES | KDM5B inhibitor
Cc1ccc(C(=O)NCC(=O)N(C)Cc2ccc(-c3ccc(Br)cc3)o2)cc1 | ?
COCC(=O)NC[C@H]1OC[C@@H](NCc2cnc[nH]2)[C@@H]1O | ?
Brc1ccc(C2=Nn3c(nnc3-c3cnccn3)SC2)cc1 | 6%
Cc1ccc2c(c1)cc1c(=O)n(Cc3ccccc3Cl)nc(C)n12 | -15%
CCOc1ccccc1C(=O)NC1(C(F)(F)F)C(=O)Nc2c1c(=O)[nH]c(=O)n2-c1ccc(F)cc1 (centres undefined) | -8%
CC(C)c1ccc(NC(=O)Cn2nnc(C(=O)NCCc3ccccc3)c2N)cc1 | -16%
NS(=O)(=O)c1ccc(CNc2nccc(-c3cccnc3)n2)cc1 | 32µM*
CC(C)Cc1nc(N2CCN(CC(=O)N3CCOCC3)CC2)c(C#N)c2c1CCC2 | 1%
COCCNC(=O)[C@@H]1C[C@H](Oc2cccnc2)CN1C(=O)c1ccc(OC)c(F)c1 | 17%
CCCNc1c(NC(=O)NCc2cccc(OC)c2)c(=O)oc2ccccc12 | ?
CC(C)c1nncn1C1CCN(S(=O)(=O)c2cccc(Cl)c2)CC1 | -24%
COc1cccc([S+](=O)([O-])N2CC(Oc3ccc4c(c3)OCO4)C2)c1 | ?
C=CCNC(=O)NC(=O)CN(C)CCCc1ccccc1 | -6%
COc1ccc(CNC(=O)Cn2c(=O)nc3n2C(=O)N(c2ccccc2)C3)cc1 | 7%
O=C1NNC(c2ccccc2)=N/C1=C\c1ccco1 | ?
CN(Cc1ccc(F)cc1)C(=O)Nc1ccc(Cl)cc1 | -8%[86.2 µM]
O=C(c1ccoc1)N1CCC(c2noc(C3CC3)n2)C1 (centres undefined) | 10%
CC(C)NC(=O)C1COC2(CCN(C(=O)c3ccc(F)cc3)CC2)N1C(=O)c1cccc(F)c1 (centres undefined) | -8%
COc1cc(NC(=O)C2Cn3cccc3C(=O)N2)cc(OC)c1 (centres undefined) | -22%
COc1ccc(NC(=O)CSc2nc(N3CCOCC3)c3c(c2C#N)CCCC3)cc1 | 5%
COCC[C@]1(O)CCN(C(=O)c2ccc(C#N)nc2)C[C@H]1C | 10%
Cc1ccc(CNC(=O)c2cn(C)c3ccc(S(=O)(=O)N4CCC(C)CC4)cc3c2=O)cc1 | ?
CC(CNC(=O)c1nnc(Cc2ccc(F)cc2)o1)c1ccccc1 (centres undefined) | ?
c1ccc(CN2CCC(N3CC(OCC4CC4)C34CCCCC4)CC2)nc1 (centres undefined) | -20%
Cc1nc2ccccc2n1Cc1cc(C(=O)N2CCCC2)no1 | -21%

Following part
SMILES | KDM5B inhibitor
Cc1nn2c(=O)cc(COC(=O)c3ccccc3NC(=O)c3ccccc3C)nc2s1 | -10%
COc1ccc(/C=C(\NC(=O)c2ccc(OC)c(OC)c2)C(=O)N2CCN(C)CC2)cc1 | 14%
CCCCOc1ccc(CNC(=O)c2cnc3sc(N4CCOCC4)nn3c2=O)cc1 | -71%
O=C(NCCCN1CCCC1=O)c1ccc(-c2ncc3cnc(-c4ccccc4)cn23)cc1 | 32µM*
CN1Cc2cccn2CC1CNC(=O)c1cnn(C)c1 (centres undefined) | 22µM*
O=C(Cn1nc2n(c1=O)CCCCC2)Nc1cccc(Cl)c1 | -6%
O=C(Nc1cccc(F)c1)c1nnc(CSCC(=O)N2CCN(c3ccccc3)CC2)s1 | 7%
CCCOc1ccc2ccccc2c1/C=C(/C#N)c1nc2ccccc2[nH]1 | -9%
CN(CCc1noc(C(=O)NCc2ccccc2)n1)C(=O)Nc1ccc(F)c(Cl)c1 | ?
Cc1ccc(C(=O)C(C)OC(=O)c2cccc(S(=O)(=O)N(C)C)c2)cc1 (centres undefined) | 14%
COc1cccc(CNC(=O)C2CCN(Cc3cc4ccccc4n3Cc3ccccc3)CC2)c1OC | ?
CCCCNC(=O)c1nn(-c2ccc(C)cc2)c(=O)c2c1c1ccccc1n2C | ?
Cc1cc2nnc(SCC(=O)Nc3ccc(F)c(Cl)c3)n2c2ccccc12 | 14%
CCc1noc([C@@H]2CC(F)(F)CN2C(=O)c2coc(C)n2)n1 | 9%
CC1CCC(=NNC(=S)NCc2ccccc2)CC1 (centres undefined) | -7%
CCOc1ccc(NC(=O)N2CCC(c3ccc(C)cc3)C2)cc1 (centres undefined) | -5%
CC(=O)c1ccc(/C=C/c2nc3ccccc3n2C)o1 | ?
CC(C)NC(=O)C1CN(c2ccccc2)C(=O)N1 (centres undefined) | -9%[86.2 µM]
O=C(Nc1ccnn1Cc1cccc(Cl)c1)C1CCN(S(=O)(=O)c2ccc(Cl)cc2)CC1 | -1%
O=c1cc(CNCc2ccccc2)c2ccccc2[nH]1 | ?
COc1ccc(CC(=O)Nc2ccc([C@H]3OCC(=O)N(Cc4ccc(F)cc4)[C@@H]3CO)cc2)cc1 | 25%
CCOc1ccccc1NC(=O)c1sc(-n2nc(C)c(CCC(C)C)c2C)nc1C | ?
Cn1c(SCC(=O)Nc2nncs2)nnc1-c1ccccc1 | 12%
NC(=O)C1CCCN1C(=O)c1nn(-c2ccccc2)c(=O)c2ccccc12 (centres undefined) | 18%
Cc1cccc(NC(=O)CNC(=O)c2cccc(S(=O)(=O)NCc3cccs3)c2)c1C | 14%

A section of the results above:
SMILES | KDM5B inhibitor
CN(CCc1noc(C(=O)NCc2ccccc2)n1)C(=O)Nc1ccc(F)c(Cl)c1 | ?
Cc1ccc(C(=O)C(C)OC(=O)c2cccc(S(=O)(=O)N(C)C)c2)cc1 (centres undefined) | 14%

Next entries:
SMILES | KDM5B inhibitor
Cc1noc2c(-c3cccnc3NCCN(C)C)cc(-c3ccccc3)nc12 | ?
COc1ccc(NC(=O)O[C@@H]2C=C[C@H](c3c(C)nn(-c4ccccc4C)c3C)C2)cc1 | -27%[86.2 µM]
CCOC(=O)c1ccc(NC(=O)CN2CCCN(Cc3ccc(OC)cc3)S2(=O)=O)cc1 | 6%
C=CC[N+](CC)(CC)CC#Cc1ccc(C)cc1 | 21%
CCCN1CCN(C(=O)c2ccc3c(c2)n(Cc2ccc(F)cc2)c(=O)c2ccnn23)CC1 | 22µM*
COC(=O)c1cc(NS(=O)(=O)c2ccc(Cl)c(N3C(=O)c4ccc(C(=O)O)cc4C3=O)c2)cc(C(=O)OC)c1 | -13%
CCC(Oc1ccccc1)C(=O)Nc1nnc(S(=O)(=O)N2CCCC2)s1 (centres undefined) | 0%
COCC1CN(C(=O)Cn2c(=O)oc3ccccc32)CC12CCNCC2 (centres undefined) | -11%
CCOc1ccccc1CNS(=O)(=O)c1ccc(-c2cnc(C3CC3)o2)cc1 | ?
Cc1cc(SCC(=O)NN2C(=O)NC3(CCC(C)CC3)C2=O)nc2ccccc12 (centres undefined) | -12%
Cc1ncsc1CCC(=O)N(C/C=C/c1ccccc1)CC1CCCO1 (centres undefined) | 16%
CC(C)CN(Cc1cnn(C)c1)C(=O)C1CCC(=O)N(CC2CCCCC2)C1 (centres undefined) | 11%
CC(NC(=O)Cc1c[nH]c2ccccc12)c1cc2ccccc2o1 (centres undefined) | 16%
Cc1ccc(S(=O)(=O)NCCc2cccc(Cl)c2)cc1 | 1%
Cc1ccc(C)c(NC(=O)CSc2nc3nccnc3c(=O)n2CCc2c[nH]c3ccccc23)c1 | -12%
Cc1ccc(-c2csc(C3=C(O)CN(NC(=O)c4ccc(Br)cc4)C3=N)n2)cc1 | 7%
CCSc1ncc(Cl)c(C(=O)Nc2ccc(S(=O)(=O)N3CCC(C)CC3)cc2)n1 | ?
COc1ccccc1CCC(=O)N1C[C@@H](CO)[C@H](NC(C)=O)C1 | 3%
CN(C)C(=O)CSc1nc2cc(S(=O)(=O)N3CCOCC3)ccc2o1 | -23%
COc1ccc(CNC(=O)C2CCCN(C(=O)N3CCOc4ccccc43)C2)cc1 (centres undefined) | -23%
O=C1NC[C@@H](CCC(=O)N2CCN(c3ccccc3)CC2)N2C[C@@H](NCc3ccccn3)C[C@@H]12 | -29%
CCn1cnc2cc(NCc3ccc(N(C)C)cc3)ccc21 | ?
Cc1c(CCC(=O)NCC(=O)O)c(=O)oc2cc3occ(-c4ccccc4)c3cc12 | 62%[activator]
CCOC(=O)c1c(C)c(-c2ccccc2)n(CC(=O)Nc2cc(C)ccc2OC)c1C | -7%&-11%
CCCc1cc(C(=O)NCc2c(C)ncc3c2CCNC3)n[nH]1 | -6%

(more compounds)
SMILES | KDM5B inhibitor
Cc1nc(-c2ccc(F)cc2)n(CC(=O)Nc2ccccc2)c(=O)c1CCO | -2%
Cc1cccc(-c2noc(-c3cc(C(C)C)[nH]n3)n2)c1 | -17%
CC(=O)NC1=NN(C(C)=O)C2(S1)C(=O)N(Cc1ccccc1)c1c(C)cccc12 (centres undefined) | -5%
CC(=O)Nc1ccc(S(=O)(=O)NC2=NCN(c3ccc([N+](=O)[O-])cc3)CN2)cc1 | 24%
Cc1ccnc(SCC(=O)Nc2cc(C)on2)n1 | 9%
N#Cc1cccc(C#N)c1NCC1CCCO1 (centres undefined) | ?
CCOC(=O)c1ccc(-c2ccc(/C=C(\C#N)C(=O)N3CCOCC3)o2)cc1 | -13%
Cc1ccc(-c2cnc([C@@H]3COCCN3Cc3cnc[nH]3)[nH]2)cc1 | 3%[86.2 µM]
CC1CCC2(CC1)N=C(c1ccc(Cl)c(Cl)c1)C(=S)N2 (centres undefined) | -7%
CSc1cccc(NC(=O)c2ccccc2C(F)(F)F)c1 | 18%
O=C(Nc1ccc2nn(-c3ccc(F)cc3)nc2c1)c1cccc2c(Cl)cccc12 | -18%
CC(C)C(=O)NC(Nc1ccc(Br)cc1)C(Cl)(Cl)Cl (centres undefined) | -13%
Cn1cc(CN2CCN(C(c3ccccc3)c3ccccc3)CC2)cc1C#N | -30%
CN(C)C(=O)C1CN(C(=O)c2ccc(Br)o2)CC12CCOCC2 (centres undefined) | 5%
Cc1cc2[nH]cnc2c(NC(=O)CCc2cc3n(n2)CCNC3)c1C | -28%
O=C(CCc1ncc(-c2ccccc2)o1)N1CCN(c2ccc([N+](=O)[O-])cc2)CC1 | -2%
Cc1nn(C(C)C(=O)N2CCN(c3ccc(Cl)cc3)CC2)c(=O)c2cc3occc3n12 (centres undefined) | -20%
COc1ccc(NC(=O)NCCc2noc(C3CC3)n2)c(C)c1 | 9%
Cc1cccc(NC(=O)C2CCN(C(=O)c3nnn4cc(C)[nH]c(=O)c34)CC2)c1 | -18%
CC(C)n1cnnc1CC1CCN(C(=O)c2nn(C)c3ccccc23)C1 (centres undefined) | -20%
CCC(=O)N1CCc2cc(S(=O)(=O)NC(C(=O)Nc3cc(OC)cc(OC)c3)C(C)C)ccc21 (centres undefined) | -12%
O=C(O)CCCNC(=O)c1cc(-c2ccccc2)nc2ccccc12 | -22%
COc1ccc(OC)c(CNC(=O)CC2CCOCC2)c1 | -15%
CC(C)c1ccc(N=Cc2cccs2)cc1 | 20%
COc1ccc(Cl)cc1NCCC(O)c1ccc(F)cc1 (centres undefined) | 7%

Structural class, the compounds so far with bromine.
SMILES | KDM5B inhibitor
Cc1ccc(C(=O)NCC(=O)N(C)Cc2ccc(-c3ccc(Br)cc3)o2)cc1 | ?
Brc1ccc(C2=Nn3c(nnc3-c3cnccn3)SC2)cc1 | 6%
Cc1ccc(-c2csc(C3=C(O)CN(NC(=O)c4ccc(Br)cc4)C3=N)n2)cc1 | 7%
CC(C)C(=O)NC(Nc1ccc(Br)cc1)C(Cl)(Cl)Cl (centres undefined) | -13%
CN(C)C(=O)C1CN(C(=O)c2ccc(Br)o2)CC12CCOCC2 (centres undefined) | 5%

Other entries
SMILES | KDM5B inhibitor
CN(C)C(=O)c1cc(-c2cnccc2Cl)c2cccn2n1 | -9%[149 µM]
O=C(Cc1n[nH]c(=O)c2ccccc12)Nc1cccc(F)c1 | 17%
Cc1cccc(COc2ccc(-c3cc(C(F)(F)F)n4nc(C)cc4n3)cc2)c1 | -1%
CN1CCC2(CC1)Cc1ccccc1CN([S+](C)(=O)[O-])C2 | 30%[149 µM]
CC(C)(C)C(=O)N1CCC(F)(c2nc(-c3ccncc3)no2)CC1 | 35%[activator]
Cc1cccc(NC(=O)CSc2cn(CC(=O)N3CCC(C)CC3)c3ccccc23)c1C | -26%
Nc1ncccc1CN1CCc2c(n(Cc3ccccc3)n(-c3ccccc3)c2=O)C1 | -27%[86.2 µM]
CCN1C(=O)C2CC3(CCN(S(=O)(=O)c4ccc5c(c4)CCC5)CC3)CN2C1=O (centres undefined) | 30%
O=C(c1cc(C2CC2)[nH]n1)N1CCc2c(nc(-c3ccccn3)[nH]c2=O)C1 | ?
CN(C)C(=O)C1CCc2nnc(C3CCN(C(=O)c4ccc(Cl)cc4Cl)CC3)n21 (centres undefined) | 17%[115 µM]
O=C(CSc1nnc(-c2c[nH]c3ccccc23)o1)N1CCCC1 | -14%
Cc1oc2cc(OCC(=O)Nc3ccccn3)ccc2c(=O)c1Oc1ccccc1 | -5%

In the list so far, these have a CF3 group:
SMILES | KDM5B inhibitor
CCOc1ccccc1C(=O)NC1(C(F)(F)F)C(=O)Nc2c1c(=O)[nH]c(=O)n2-c1ccc(F)cc1 (centres undefined) | -8%
CSc1cccc(NC(=O)c2ccccc2C(F)(F)F)c1 | 18%
Cc1cccc(COc2ccc(-c3cc(C(F)(F)F)n4nc(C)cc4n3)cc2)c1 | -1%
